Source: PubChem
WT yeast gro inh: growth inhibition of WT yeast, mitochondrial fusion screen | AID 1362 | inhibition, % at 10 µM | 2.1% of 190,000 active | mitochondrial fusion phenotypic screen, WT strain; in the data active means inhibition above about 58%; tested in S. cerevisiae
Autophagy mod: modulators of autophagy; MEF GFP-LC3 puncta imaging; test concentration mostly 10 µM; calls only at 10 µM (by protocol); 0.98% of 190,000 active; AID 463193;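 active means percentage of spot-positive cells more than 3 SD above its plate mean, without a fluorescence outlier flag or 80% toxicity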;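 further: spot-positive cell cutoff set from DMSO-treated cells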
Ins promoter up: MIN6 insulin promoter up-regulation. MIN6 insulin promoter-GFP reporter, high-content imaging; active compounds read high. z-score at 5 µM. 0.3% of 190,000 active;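 active means z-score above 3 at 5 µM with at least 500 cells counted in the well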
bCat nuc transl: modulators of beta-catenin nuclear translocation; 0.3% of 190,000 active; nuclear translocation activity, % at 5 µM; HeLa beta-catenin nuclear translocation, immunofluorescence imaging;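 active means nuclear translocation activity above 50% at 5 µM, with a well cell count of 50 or more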;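 further: per-cell ratio of nuclear to cytoplasmic median beta-catenin stain intensity; plate controls were DMSO negative control for no effect and GSK-3 inhibitor IX positive control for full effect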
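Test system: human HeLa cell line; Doses: 5 µM primary, 0.02–20 µM confirmation; Incubation: 24 h compound exposure, 37°C; Detection: beta-catenin immunofluorescence imaging with DAPI; Read-out: beta-catenin nuclear/cytoplasmic ratio, % activation.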
Dynein cargo inh: blocks dynein driven cargo transport along microtubules; z-score, hits read low; 0.47% of 220,000 active; 3617.4 mouse cells, GR-EGFP nuclear translocation imaging; test concentration mostly 20 µM; stimulated with dexamethasone, 1 µM; active compounds read low;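 active means plate z-score of nuclear minus cytoplasmic receptor signal below a set negative limit, without overly bright fluorescence or cell loss, cut at about -3.5 in these data, passing the limit was not always enough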;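 further: z-score of nuclear minus cytoplasmic ring GR-EGFP intensity difference per well; some compounds called inactive have numbers as strong as hits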
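Medium: Induction medium lacking tetracycline, stripped serum | Probe or stimulus: 1.0 µM final dexamethasone stimulus | Schedule: 48 h induction, then 1 h compound, then 30 min agonist, 37 °C | Signal: Automated 10x imaging of fixed Hoechst-stained cells | Evaluation: Per-cell GR-EGFP intensity, nucleus versus surrounding cytoplasmic ring, well-averaged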
MT stabilizer: microtubule stabilizers in HeLa cells | HeLa tubulin immunostaining HCS, 24 h; share of cells brighter than vehicle mean+2SD | % tubulin-high responders, % at 10 µM | 0.83% of 200,000 active | AID 2205;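 active means plate Z-score above 3 for both tubulin-high and condensed-nucleus cell shares, with cell loss under 80%, at 10 µM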;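 further: anti alpha tubulin signal scored within the nucleus-defined area of each cell; some results filed as inactive read as strong as hits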
Yfh1-off respiration: enhancers of respiration in Yfh1-depleted yeast, dose response, Friedreich's ataxia, plus single-dose screen (AID 1465). S. cerevisiae Yfh1-off respiration, WST-1 reduction, 72 h; higher fold induction means a stronger effect. 0.074% of 220,000 active. fold induction at 50 µM; hits with a dose series show EC50 in µM;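 active means fold induction of absorbance versus untreated yeast above a set limit, then at least 30% activation at any dose in follow-up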;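 further: activators that raise dye reduction in frataxin-depleted yeast; strong numbers were not always called active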
NOD2 inhibition: inhibition of NOD2-driven NF-kB reporter – cell-based, luminescence, uHTS, HEK293 (AID 1566). HEK293 NOD2/NF-kB luciferase reporter, luminescence; higher % means a stronger effect. one-dose inhibition, % at 4 µM; EC50 in µM for titrated hits. 0.63% of 290,000 active; in the data active means inhibition above about 50%; further: many of its hits are not listed in these tables
Lipid droplet: modulators of hepatic lipid droplet formation. AML12 mouse hepatocytes, oleate lipid droplets, BODIPY imaging. inhibition, % at 6.5 µM. 0.4% of 240,000 active;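 active means lipid droplet intensity inhibited by at least 50%, with more than 500 cells counted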
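Test system: AML12 mouse liver cells; schedule: overnight exposure; technique: high-content imaging of BODIPY-stained droplets and DAPI nuclei; read-out: % inhibition of corrected integrated BODIPY droplet signal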
WT yeast gro inh mutant strain: further read-out of WT yeast gro inh, marked with its call; inhibition, %; mitochondrial fusion phenotypic screen, mutant strain inhibition
Dynein cargo inh cytoplasmic EGFP: second read-out of Dynein cargo inh, no call of its own (marks repeat the call); z-score; measured here: cytoplasmic GR-EGFP intensity; active compounds read high
Dynein cargo inh nuclear GR-EGFP: recorded beside Dynein cargo inh, whose call it bears; z-score; measured here: nuclear GR-EGFP intensity;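 lower value marks the stronger effect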
Dynein cargo inh cell count: further read-out of Dynein cargo inh, marked with its call; z-score; measured here: cell count per field
Ins promoter up cell count: further read-out of Ins promoter up, marked with its call; cell count; measured here: cytotoxicity, nuclei count;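 total cells summed across four imaged fields per well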
Lipid droplet cells 6.5 µM: further read-out of Lipid droplet, marked with its call; cell count; measured here: cell count, cytotoxicity flag;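 cells counted across two imaged fields per well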
bCat nuc transl cell count 5 µM: second read-out of bCat nuc transl, no call of its own (marks repeat the call); cell count; measured here: cell count, cytotoxicity flag
MT stabilizer Hoechst-high %: second read-out of MT stabilizer, no call of its own (marks repeat the call); % Hoechst-high responders; measured here: nuclear condensation Hoechst responders;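 share of cells brighter than vehicle mean plus two SD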
MT stabilizer cytotoxicity %: recorded beside MT stabilizer, whose call it bears; toxicity, %; measured here: cytotoxicity by cell density;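 0% = mean cell density of plate MIN control wells and 100% = no cells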
Autophagy mod cell loss 18 h: second read-out of Autophagy mod, no call of its own (marks repeat the call); toxicity, %; measured here: cell loss, nuclei count;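 cell loss after 18 h compound exposure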
Active calls of the source: *; i = inactive; · = not tested or not shown; + = active, no number. An excerpt. The share of hits here may be higher or lower than overall.

SMILES	WT yeast gro inh	WT yeast gro inh mutant strain	Autophagy mod	Autophagy mod cell loss 18 h	Ins promoter up	Ins promoter up cell count	bCat nuc transl	bCat nuc transl cell count 5 µM	Dynein cargo inh	Dynein cargo inh cytoplasmic EGFP	Dynein cargo inh nuclear GR-EGFP	Dynein cargo inh cell count	MT stabilizer	MT stabilizer Hoechst-high %	MT stabilizer cytotoxicity %	Yfh1-off respiration	NOD2 inhibition	Lipid droplet	Lipid droplet cells 6.5 µM
CC(NC(=S)Nc1ccccc1Cl)C(c1ccccc1)N1CCOCC1 (stereo not drawn)	-3	-2	i	-14	-0.3	1192	-1.8	545	0.78	-0.19	1.1	-0.55	5.6	2.6	8.8	i	2%	-52	735
CCCCc1ccc(-c2nc(N)n[nH]2)cc1	83	86	i	-9	0	1485	-3.7	989	-0.13	-0.28	0.39	0.054	3.4	1.4	5.5	i	-46%	·	·
CCC(Sc1ncccc1C(=O)Oc1cccc([N+](=O)[O-])c1)C(=O)Nc1ccccc1OC (stereo not drawn)	24	9	i	26	0.32	1521	-0.6	1101	-0.57	-0.043	-0.12	-1	4.4	2.3	1.4	i	6%	15	707
COCCN=C1OC(=O)N2C(=O)C3=C4[C@@H](C[C@H]5C(=O)N(c6ccccc6)C(=O)[C@H]5[C@H]4[C@@]12Cc1ccccc1)[C@H]1C(=O)N(c2ccccc2)C(=O)[C@H]1[C@H]3C	·	·	·	·	0.82	926	-1.3	1380	-0.2	-0.61	0.014	0.24	·	·	·	i	-12%	-18	660
COc1nc(OC)nc(N2CCC(C(=O)NC3CCCCCC3)CC2)n1	5	15	i	-6	0.32	1323	·	·	0.56	0.83	0.64	0.74	2.6	1.5	25	i	5%	14	729
Cc1ccc(Cn2c(N)c(S(=O)(=O)c3cccs3)c3nc4ccccc4nc32)cc1	-12	-43	i	-26	0.39	1317	-0.4	808	1.1	-0.15	0.86	0.79	6.1	2.7	6.9	i	6%	·	·
CCN(Cc1ccccc1)C(=O)CSc1nc(C)cc2c1C(=O)OC2	18	-12	i	24	-0.68	1472	1.2	1371	-0.45	-0.35	-0.089	0.5	3.0	2.7	3.2	i	8%	·	·
O=C(NCc1ccccc1)C(=O)Nc1nccs1	0	-1	i	-1	-0.03	1210	1.3	1094	-0.74	-0.36	-0.32	0.73	2.7	2.6	8.3	i	7%	-4	667
CCC(CC)C(=O)N1CCCC(c2nc(-c3cccs3)no2)C1 (stereo not drawn)	5	17	i	-1	-0.41	1256	-2.4	1199	1.9	0.028	0.56	-0.66	1.7	1.1	5.0	i	-4%	0	744
CS(=O)(=O)N1CCN(C(=O)NC23CC4CC(CC(C4)C2)C3)CC1	26	5	i	25	-0.14	1282	-1.3	1180	-0.2	-0.17	-0.15	0.84	3.9	2.7	4.6	i	4%	-5	838
CC1CC(C)CN(c2cc(=O)n(Cc3ccc(F)cc3)c(=O)[nH]2)C1 (stereo not drawn)	6	13	i	4	-0.13	1922	-0.4	1069	0.67	-0.29	0.37	0.27	6.9	3.0	2.0	i	11%	18	649
CCS(=O)(=O)N1CCCC(C(=O)NCCCN(C)Cc2ccccc2)C1 (stereo not drawn)	1	21	i	3	0.25	1214	0.5	1022	0.066	0.026	0.77	-0.2	3.0	2.1	8.6	i	-4%	0	662
CCOC(=O)c1ccc(NC(=O)Nc2ccn(C)n2)cc1	-3	15	i	12	0.01	1182	-0.8	1072	0.26	-0.22	0.33	-0.81	1.5	2.8	2.9	i	-30%	14	781
FC(F)(F)c1cccc(CNC(=S)Nc2ccccc2)c1	35	25	i	5	-0.05	1320	0.6	1568	-0.39	0.025	-0.13	1.1	6.3	1.9	5.4	i	-35%	-12	687
CC1CCCN(C(=O)Cn2nnc(-c3cccnc3)n2)C1 (stereo not drawn)	-5	-3	i	5	-0.69	1311	-1.2	1135	0.19	-0.2	-0.11	0.29	3.2	2.1	4.9	i	2%	·	·
O=C(Nc1ccccc1F)c1coc(=O)c(Br)c1	3	4	i	7	·	·	-2.4	540	-1.1	-0.14	-0.5	0.69	2.5	1.6	3.3	i	-68%	4	777
c1cncc(-c2nnc(C3CCCCC3)o2)c1	4	-12	i	-1	0.04	1351	4.2	1150	-0.42	-0.21	-0.051	0.41	2.2	1.7	6.9	i	-2%	·	·
COc1ccc(C(=O)OC(C)CN2CCOCC2)cc1OC (stereo not drawn)	-2	14	i	2	-0.43	1141	-1.1	1146	-0.14	-0.2	0.24	-0.26	3.6	2.9	12	i	14%	·	·
O=C(Cn1cc2c(n1)CCCC2)NCc1cccs1	15	-3	i	5	0.73	922	·	·	0.49	-0.18	0.39	0.0077	3.2	2.6	3.2	i	7%	·	·
O=C(CN1C(=O)c2ccccc2S1(=O)=O)N1CCN(c2ccc(F)cc2)CC1	-10	1	i	5	0.07	1243	-8.3	1243	2.9	-0.4	1.8	-1.3	7.9	1.0	3.4	i	10%	4	743
CS/C(=C\[N+](=O)[O-])Nc1ccc(F)cc1	-10	-3	i	7	0.58	1309	-1.6	1210	0.57	3.9	0.96	-0.83	3.7	1.2	14	i	-2%	-24	699
CCn1c(NCc2ccccc2NS(=O)(=O)c2ccc(C)cc2)nc2ccccc21	12	11	i	8	0.2	1402	-0.9	1057	-0.21	-0.26	-0.3	0.37	6.1	7.7	1.3	i	-5%	-6	687
O=C1C(Nc2ccccc2)=CC(c2ccc(O)cc2)N1c1ccccc1 (stereo not drawn)	·	·	·	·	-0.49	1477	-0.8	1340	1.4	-0.31	0.23	0.59	·	·	·	i	-4%	-9	679
O=S(=O)(c1ccc(Sc2nnc3ccccn23)nc1)N1CCOCC1	7	6	i	-7	-0.7	760	2.6	1124	0.19	-0.17	0.051	-1	5.5	2.0	9.7	i	9%	8	734
Cc1cc(N/C=C/C(=O)c2ccc(Br)cc2)no1	9	-4	i	10	·	·	-0.8	1170	1.4	-0.25	0.68	0.46	2.0	2.0	4.6	i	-1%	18	730

The list goes on; the last 3 above are carried over.
SMILES	WT yeast gro inh	WT yeast gro inh mutant strain	Autophagy mod	Autophagy mod cell loss 18 h	Ins promoter up	Ins promoter up cell count	bCat nuc transl	bCat nuc transl cell count 5 µM	Dynein cargo inh	Dynein cargo inh cytoplasmic EGFP	Dynein cargo inh nuclear GR-EGFP	Dynein cargo inh cell count	MT stabilizer	MT stabilizer Hoechst-high %	MT stabilizer cytotoxicity %	Yfh1-off respiration	NOD2 inhibition	Lipid droplet	Lipid droplet cells 6.5 µM
O=C1C(Nc2ccccc2)=CC(c2ccc(O)cc2)N1c1ccccc1 (stereo not drawn)	·	·	·	·	-0.49	1477	-0.8	1340	1.4	-0.31	0.23	0.59	·	·	·	i	-4%	-9	679
O=S(=O)(c1ccc(Sc2nnc3ccccn23)nc1)N1CCOCC1	7	6	i	-7	-0.7	760	2.6	1124	0.19	-0.17	0.051	-1	5.5	2.0	9.7	i	9%	8	734
Cc1cc(N/C=C/C(=O)c2ccc(Br)cc2)no1	9	-4	i	10	·	·	-0.8	1170	1.4	-0.25	0.68	0.46	2.0	2.0	4.6	i	-1%	18	730
NC(=O)C1CCN(CC(=O)Nc2cccc(C(=O)Nc3cccc(C(F)(F)F)c3)c2)CC1	-3	5	i	-6	-1.2	1400	0.8	1106	-0.085	-0.24	-0.27	0.21	6.6	2.8	11	i	7%	-1	621
CCOC(=O)c1c(C)[nH]c(C(=O)OCC(=O)N2CCc3ccccc32)c1C	-7	-20	+	-27*	0.62	1169	-4.1	946	4.2	-0.15	2.3	-2	4.5	3.7	11	·	-4%	·	·
CC(O)C(NS(=O)(=O)c1ccc(Cl)cc1)C(=O)OCc1cc([N+](=O)[O-])cc2c1OCOC2 (stereo not drawn)	-28	2	i	11	-0.3	1408	1.5	1498	1.2	-0.28	0.83	-0.13	2.9	2.8	8.3	i	17%	11	711
O=c1[nH]c(SCc2n[nH]c(=S)n2-c2ccccc2)nc2sc3c(c12)CCC3	-5	7	i	0	-0.46	715	·	·	-0.25	-0.26	-0.13	1.5	2.2	3.0	9.2	i	-2%	-3	745
Cc1ccc(-c2nn3c(C)nnc3c3ccccc23)cc1S(=O)(=O)NCc1ccccc1	14	24	i	0	0.12	1556	-0.4	1438	2.5	0.093	1.4	-1.9	2.5	0.9	2.0	i	10%	·	·
CC1(C)Cc2c(sc(NC(=O)COc3cccc4ccccc34)c2C#N)C(C)(C)N1	·	·	·	·	-0.64	1110	-0.5	1165	-0.083	-0.24	-0.14	0.57	·	·	·	i	4%	-18	682
C[C@H](NC(=O)c1nc[nH]c1C(=O)N1CCN(c2ccccc2)CC1)C(=O)OC(C)(C)C	·	·	·	·	0.43	995	0.8	1193	0.85	-0.77	0.49	-0.87	·	·	·	i	14%	-17	707
O=C1c2ccccc2C(O)(c2ccccc2)N1c1ccncc1 (stereo not drawn)	·	·	·	·	-0.38	1076	-2.0	1308	-0.076	-0.23	0.6	-0.47	·	·	·	i	18%	-2	835
O=S(=O)(c1ccc(NC(=S)NCc2ccco2)cc1)N1CCCCC1	·	·	·	·	-0.32	1519	-4.6	1198	-0.16	-0.14	-0.043	0.27	·	·	·	i	-5%	6	716
Clc1ccccc1CSc1cc2c(nn1)-c1ccccc1CC2	12	2	i	-5	-0.14	1514	-1.0	1370	0.71	-0.23	0.024	-0.13	2.1	1.2	7.3	·	-83%	·	·
